# Pol beta inh: qHTS Assay for Inhibitors of DNA Polymerase Beta; Potency, µM (highest dose often 114 µM), for the others: at the highest dose activity change, negative = inhibition, most hits filed as inhibitors; Pol beta primer extension/strand displacement, fluorescence kinetic; 340,000 compounds, 1.3% hits; also: potency is read from the fitted curve at half-maximal effect; % is scaled to controls: 0 for no effect and ±100 for the full control effect
#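 Enzyme-only controls used 10 nM Pol beta; buffer lacking enzyme served as negative control. Compound preincubated 15 min, then 50 nM substrate added; 0 and 10 min reads at room temperature.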
# Pol eta inh: qHTS for Inhibitors of Polymerase Eta; recombinant Pol eta, fluorescent DNA replication assay; Potency, µM (highest dose often 114 µM), for the others: at the highest dose activity change, negative = inhibition, actives largely listed as inhibitors; 390,000 compounds, 1.2% hits; AID 588591, 2011; also: potency is read from the fitted curve at half-maximal effect; % is scaled to controls: 0 for no effect and ±100 for the full control effect
# Target sequence (Q9Y253 whole entry, looked up): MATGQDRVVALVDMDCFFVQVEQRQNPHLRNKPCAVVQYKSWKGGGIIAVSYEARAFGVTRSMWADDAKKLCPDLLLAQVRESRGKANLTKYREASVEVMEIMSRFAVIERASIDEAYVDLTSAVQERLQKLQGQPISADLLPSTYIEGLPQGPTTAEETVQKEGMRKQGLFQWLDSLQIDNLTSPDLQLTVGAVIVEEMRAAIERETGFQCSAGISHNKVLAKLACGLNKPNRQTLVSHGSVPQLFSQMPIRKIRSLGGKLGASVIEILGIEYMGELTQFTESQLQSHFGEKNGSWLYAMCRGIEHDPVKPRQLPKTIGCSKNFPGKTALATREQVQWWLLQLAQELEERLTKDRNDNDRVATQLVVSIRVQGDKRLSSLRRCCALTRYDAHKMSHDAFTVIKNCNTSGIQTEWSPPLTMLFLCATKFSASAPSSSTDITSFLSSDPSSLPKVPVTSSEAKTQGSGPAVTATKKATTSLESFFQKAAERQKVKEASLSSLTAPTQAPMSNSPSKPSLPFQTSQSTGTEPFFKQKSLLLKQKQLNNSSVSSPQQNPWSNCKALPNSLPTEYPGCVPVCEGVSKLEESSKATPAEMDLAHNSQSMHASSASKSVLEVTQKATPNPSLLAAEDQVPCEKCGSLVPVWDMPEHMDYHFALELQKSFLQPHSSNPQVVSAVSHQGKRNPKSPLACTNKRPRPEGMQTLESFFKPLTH
#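 Pol eta at 10 nM preincubated with compounds 15 min at room temperature; reaction started with fluorescent substrate (50 nM final) and read kinetically at 0 and 10 min.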
# APE1 inh: qHTS Assay for Inhibitors of the Human Apurinic/apyrimidinic Endonuclease 1 (APE1) | DNA repair nuclease/redox regulator APEX1 (Homo sapiens), P27695 | recombinant APE1, TAMRA/BHQ-2 abasic DNA cleavage fluorescence | Potency, µM (titrated, usually from 65.8 µM), without a hit: top-dose activity change, negative = inhibition, hits mostly inhibitors | 350,000 compounds, 0.35% hits | AID 2517, 2012;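 also: potency is read from the fitted curve at half-maximal effect; plate controls were vehicle for no effect and reference inhibitor for full effect; nearly all actives have a fitted effect of over 55% in size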
#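 Step 1: APE1 (0.75 nM) with compound, 15 min RT. Step 2: add 50 nM fluorophore/quencher THF duplex. Step 3: three fluorescence reads 60 s apart (525/598 nm); read 3 minus read 1 = reaction progress.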
# RGS4 inh: Inhibitors of Regulator of G Protein Signaling (RGS) 4: qHTS. Potency, µM (doses to about 114 µM), for the others: top-dose activity change, negative = inhibition, usual class: inhibitors. 390,000 compounds, 0.039% hits. Transcreener GDP fluorescence polarization, RGS4-accelerated GTP hydrolysis; also: potency is read from the fitted curve at half-maximal effect; % is scaled to controls: 0 for no effect and ±100 for the full control effect; nearly all actives have a fitted effect of over 75% in size; some results filed as inactive show a strong effect at the top dose
# Target sequence (P49798 whole entry, looked up): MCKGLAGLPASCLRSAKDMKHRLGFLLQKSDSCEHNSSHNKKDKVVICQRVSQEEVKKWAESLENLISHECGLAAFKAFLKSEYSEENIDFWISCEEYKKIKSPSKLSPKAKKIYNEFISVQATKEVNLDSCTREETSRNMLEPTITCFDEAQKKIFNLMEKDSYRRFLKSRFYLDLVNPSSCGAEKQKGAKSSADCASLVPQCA
#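 MLSMR compounds (23 nl, pin-transferred) preincubated 10 min at room temperature with a 500nM (2x) first reagent, then RGS4 at 900nM (2x) plus Transcreener GDP mix added; fluorescence polarization (620/688 nm) read before and after 90 min at 30 °C.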
# Anesthetic bind: qHTS Assay for Identification of Novel General Anesthetics. Ferritin light chain (Equus caballus), P02791. apoferritin/1-aminoanthracene competitive binding, fluorescence. Potency, µM (doses to about 77.5 µM), for the others: top-dose activity change, negative = displacement, usual class: inhibitors. 350,000 compounds, 0.074% hits. AID 485281, 2010; also: potency is read from the fitted curve at half-maximal effect; % is scaled to controls: 0 for no effect and ±100 for the full control effect; nearly all actives have a fitted effect of over 20% in size
# Target sequence (P02791 2-175 limits assumed): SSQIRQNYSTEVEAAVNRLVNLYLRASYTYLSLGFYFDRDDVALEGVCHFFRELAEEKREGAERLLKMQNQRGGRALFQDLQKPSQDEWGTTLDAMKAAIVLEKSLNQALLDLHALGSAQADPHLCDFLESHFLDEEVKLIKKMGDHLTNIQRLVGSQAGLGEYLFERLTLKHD
#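 Horse-spleen apoferritin (10 uM) was mixed with 50% saturated 1-aminoanthracene in PBS, exposed to compounds for 10 min at room temperature, and read for fluorescence (ex 380 nm, em 535 nm). Competitive displacement was fitted with a four-parameter Hill equation.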
# 12-LOX inh: Primary qHTS assay for inhibitors of human arachidonate 12S-lipoxygenase (ALOX12): Round 2; Polyunsaturated fatty acid lipoxygenase ALOX12 (Homo sapiens), P18054; purified 12hLO, xylenol orange hydroperoxide absorbance; Potency, µM (highest dose often 108 µM), without a hit: top-dose activity change, negative = inhibition, actives largely listed as inhibitors; 580,000 compounds, 1.1% hits; also: potency is read from the fitted curve at half-maximal effect; % is scaled to controls: 0 for no effect and ±100 for the full control effect
#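 Hydroperoxide product was detected by ferrous iron/xylenol orange as the 573 to 405 nm absorbance ratio. Arachidonic acid at 40 uM (final) was turned over for 30 min at room temperature by 150 nM human 12hLO, pH 7.0 Hepes buffer, after 15 min compound preincubation.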
# ERG Ets-DNA blk: qHTS for Small Molecule Inhibitors of the ERG Ets/DNA interaction | fluorescence polarization, His-ERG Ets domain / labelled DNA | Potency, µM (titrated, usually from 76.9 µM), for the others: at the top dose FP activity, negative = inhibition, most hits filed as inhibitors | 370,000 compounds, 0.028% hits; active = well fitted inhibition curve with a large enough effect in the polarisation, with a control signal flat; inconclusive = small, poorly fitted or top-dose-only effect, or effect the other way, or a change in a side signal; inactive = no such curve, though single readings can be large or run the other way; the % refers to the polarisation;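 also: polarization taken with two DNA probes labelled with fluorescein and Texas red; potency is read from the fitted curve at half-maximal effect; % of control where 0% means no effect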
#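 His-tagged ERG Ets domain (1 uM in the protein solution; 300mM KCl, 50mM Tris-HCl, 1mM EDTA, 1mM DTT, pH 7.5) received compound, then a probe mix of 5 nM fluorescein-DNA and 100nM Texas-615-DNA. Fluorescence polarization was read for both dyes.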
# Pol kappa inh: qHTS for Inhibitors of Polymerase Kappa; DNA polymerase kappa (Homo sapiens), Q9UBT6; purified Pol kappa, fluorescent DNA synthesis assay, 10 min; Potency, µM (highest dose often 107 µM), for inactives: at the top dose activity, negative = inhibition, most hits filed as inhibitors; 400,000 compounds, 0.53% hits; AID 588579, 2011; also: potency is read from the fitted curve at half-maximal effect; % is scaled to controls: 0 for no effect and ±100 for the full control effect
#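 Activity was followed as the change in fluorescence between reads at 0 and 10 min after starting the reaction with 50 nM substrate. Beforehand, 10 nM polymerase had been preincubated with compound for 15 min at room temperature.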
# LDHA block: qHTS assay for inhibitors of human lactate dehydrogenase; activity change, % (values are at about 110 or 230 µM); AID 1347041, 2019; L-lactate dehydrogenase A chain (Homo sapiens), P00338; purified LDHA, NADH/diaphorase-resazurin fluorescence; hits give low values; 480,000 compounds, 0.15% hits; in the data active = activity change below about -30%; inconclusive = mostly about -25% to -30%;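 also: plate controls were DMSO wells for no effect and wells without enzyme for full effect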
#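 LDH5 2 nM; NADH 0.06 mM, pyruvate 0.2 mM; 200 mM Tris pH 7.4, EDTA, Tween-20; 5 min RT. Detection: diaphorase 0.133 mg/mL + resazurin 37 µM, fluorescence ex540/em590 at 0 and 20 min; normalized to enzyme-free and DMSO wells.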
# Active calls of the source: *; ? = inconclusive; / = not tested or not shown; & = joins results of further samples; [ ] = another dose, or the depositor's remark. Unless noted, calls follow the shape of the dose curve; as a rule, active = well fitted curve in the direction sought with a large enough effect; inconclusive = small, poorly fitted or top-dose-only effect, or another doubt; inactive = no such curve, though single readings can be large; an effect the other way counts as inactive or inconclusive. The list is partial; the hit share may differ from the screen's.
mol	Pol beta inh	Pol eta inh	APE1 inh	RGS4 inh	Anesthetic bind	12-LOX inh	ERG Ets-DNA blk	Pol kappa inh	LDHA block
Cc1ccccc1C(=O)Nc1c(-c2cccs2)c(=O)c2ccccc2n1C	17%	-5%	5%	-9%	-11%	149%[activator]	6%	-17%	0
O=C(O)c1ccc(N/N=C/c2cc3c(cc2[N+](=O)[O-])OCO3)cc1	-13%	?	?	4%	-9%	-11%	0%	-14%	-1
COC(=O)c1cnc(N2CCN(c3ccccc3F)CC2)c2ccccc12	-8%	-14%	/	-5%	40%[activator]	-13%	5%	0%[60.1 µM]	2
O=C1OCCC1S(=O)(=O)c1ccc2ccccc2c1 (centres undefined)	33%	-3%	15%	20%	-18%	-23%	3%	-6%	-6
O=C(NCc1ccccc1F)c1ccc2c(c1)OCCO2	0%	-9%	16%	-9%	?	-3%	3%	-14%	-4
CCCc1nc2cc(CC(=O)OC)ccc2o1	-1%	-6%	11%	-10%	-6%	-21%	0%	-8%	1
Cc1ccccc1CN1C(=O)c2ccccc2Sc2ccc(C(=O)NC3CCCCC3)cc21	-13%	-15%	/	-10%	-13%	-13%	-1%	-12%[60.1 µM]	-5
CC(NC(=O)C1CCN(S(=O)(=O)c2ccc3nc4c(c(C(=O)O)c3c2)CCCC4)CC1)c1ccccc1 (centres undefined)	1%&-1%	-9%&-7%	30%	-11%&18%	-1%&3%	?	-2%&-3%	-7%&-33%	2&3
CC1CCC/C(=N/Nc2ccc([N+](=O)[O-])cc2[N+](=O)[O-])C1 (centres undefined)	1%	-19%	9%	5%	-24%	?	-2%	-4%	1
O=C(CSc1nc2c(cnn2-c2cccc(Cl)c2)c(=O)[nH]1)NCCC1=CCCCC1	/	-21%	22%	-9%	/	-3%	12%	-18%	-1
COC(=O)c1oc2ccccc2c1NC(=O)/C=C/C(=O)O	-30%	-6%	-12%	20%	4%	35%[activator]	-12%	2%	-1
Cc1ccc(-c2nc3cc(C)ccc3o2)cc1	-29%	-6%	3%	-12%	-20%	0%	-4%	8%	-8
O=C(COc1ccc(S(=O)(=O)N2CCCCC2)cc1)NCc1ccncc1	41%	-5%	21%	1%	0%	0%	4%	-8%	-2
C#CCOCCOCCOCCNc1nc(N2CCN(C(=O)Cn3cc(CC(C)O)nn3)CC2)nc(N2CCN(C(=O)Cn3cc(CC(C)O)nn3)CC2)n1 (centres undefined)	10%	1%	11%	-3%	6%	?	8%	4%	-1
COc1ccc(OC)c(C2C(C#N)=C(N)Oc3c2c(C)nn3-c2cccc(Cl)c2)c1 (centres undefined)	23%	0%	-7%	-16%	1%	?	-6%	-6%	-8
O=C(NC(=S)N1CCOCC1)C12CC3CCC(CC(C3)C1)C2	7%	-17%	5%	-41%	-9%	-2%	/	-3%	-1
Cc1cc(-c2cc(C(=O)NC3CCCC3)on2)nc(NC2CCCC2)n1	-15%	-22%	-2%	-8%	5%	18%	8%	-16%	-1
CC12C=CC(=O)C=C1CCC1C2C(=O)CC2(C)C1CCC2(O)C(=O)CO (centres undefined)	/	-13%	/	-24%	/	3%	13%	-6%	0
CCN(c1ccccc1)S(=O)(=O)c1ccc(C(=O)NCC2(N(C)C)CCCCC2)cc1	/	-8%	3%	1%	/	101%[activator]	-6%	-16%	0
CCCCOC(=O)C1=C(C)NC(=O)NC1c1cc2c(cc1Br)OCO2 (centres undefined)	25%	-8%	-9%	4%	1%	0%	-15%	-1%	1
Oc1ccc(Br)cc1/C=N/Nc1nc(N2CCCCC2)nc(N2CCOCC2)n1	18%	-6%	-1%	-16%	-1%	14%	0%	-6%	2
O=C(Nc1ccccc1)/C(=C/c1ccc([N+](=O)[O-])cc1)NC(=O)c1ccccc1	11%	-8%	4%	-11%	9%	-7%	3%	4%	-5
CCOC(=O)c1c(C)c(-c2ccccc2)n(CC(=O)NC2CCCCC2)c1C	17%	-9%	/	4%	-14%	-8%	0%	6%	2
CCc1nn(CC(=O)NCc2ccccc2Cl)c(=O)c2cccn12	2%&-23%	-18%&-14%	83%[activator]	-5%[11.4 µM]	?	2%&-4%	1%&-3%	?	-3&-1
Cc1ccc(Cl)cc1NC(=S)N(C)N	-1%	-9%	-4%	16%	-7%	97%[activator]	1%	-5%	-3
CC(C)c1cc(-c2nc(-c3ccc(Br)cc3)no2)n[nH]1	-3%	-34%	/	-13%	?	-9%	5%	4%	-4
COc1ccc(-c2nc(CNC(=O)NC3CCCCC3)c(C)o2)c(OC)c1	11%	-4%	/	3%	6%	-19%	-2%	-5%[60.1 µM]	-2
O=C(NCC1CCCO1)c1cc(-c2ccccc2)on1 (centres undefined)	1%	9%	3%	10%	-1%	2%	/	5%[60.1 µM]	-5
O=C(NCc1ccc(F)cc1)C(c1ccc(F)cc1)N(C(=O)c1csnn1)C1CC1 (centres undefined)	5%	-7%	-3%	-3%	-3%	6%	1%	-7%	-3
COC(=O)[C@@H]1C[C@@]2(O)[C@H](O)[C@H](O)[C@H](O)C[C@H]2N1Cc1ccc(-c2ccccc2)cc1	21%	-14%	-2%&15%	-13%	-2%&-4%	104%[activator]	14%	13%	2
Cc1ccc(NC(=O)CCc2c(C)nc3c(-c4ccccc4)c(C)nn3c2C)c(C)c1	-3%	-15%	/	-4%	-5%	-11%	-1%	-17%	0
O=C(Nc1ccc2c(c1)OCO2)C1CCN(C(=O)CSc2ncnc3ccccc23)CC1	20µM*	79µM*	-12%	-41%	?	?	1%	-29%	3
c1ccc2oc(CCc3nc4ccccc4o3)nc2c1	6%	-9%	-4%	17%	-8%	348%[activator]	-4%	-7%	-4
Cc1ccc(NC(=O)C(CC(C)C)NC(N)=O)cc1Cl (centres undefined)	0%	8%	1%	14%[11.4 µM]	-14%	0%	-12%	7%	2
CC(=O)c1c(C)[nH]c(C(=O)Nc2cc(C)ccc2C)c1C	37%	-12%	4%	-17%	-9%	414%[activator]	-5%	0%	-6
Cc1cccc(N2CCN(C(=O)Cc3ccccc3[N+](=O)[O-])CC2)c1C	15%	-9%	8%	-10%	?	0%	6%	1%	-2
O=C(COC(=O)/C=C/c1nc2ccccc2s1)Nc1cccc(Cl)c1Cl	17%	-16%	-10%	-7%	-6%	-23%	2%	-9%	-7
COC(=O)c1ccc(OC(=O)c2ccc(OC)c(OC)c2)c(OC)c1	9%	1%	0%	-11%	-15%	?	-9%	0%	-1
CNC(=O)c1ccsc1NC(=O)CCS(=O)(=O)c1ccccc1	1%	-23%	-6%	-12%	-7%	-5%	6%	-8%	-5
CCOC(=O)c1sc(NC(=O)CSc2nccc(C)n2)nc1C	-20%	-18%	2%	5%	-9%	-8%	-12%	-7%	-4

# Five compounds already listed, arranged by the value under ERG Ets-DNA blk, ascending.
SMILES | ERG Ets-DNA blk
CC(=O)c1c(C)[nH]c(C(=O)Nc2cc(C)ccc2C)c1C | -5%
c1ccc2oc(CCc3nc4ccccc4o3)nc2c1 | -4%
O=C(NCc1ccc(F)cc1)C(c1ccc(F)cc1)N(C(=O)c1csnn1)C1CC1 (centres undefined) | 1%
O=C(COC(=O)/C=C/c1nc2ccccc2s1)Nc1cccc(Cl)c1Cl | 2%
CC(C)c1cc(-c2nc(-c3ccc(Br)cc3)no2)n[nH]1 | 5%

# Quoted at random: two entries already listed.
mol	Pol beta inh	Pol eta inh	APE1 inh	RGS4 inh	Anesthetic bind	12-LOX inh	ERG Ets-DNA blk	Pol kappa inh	LDHA block
CCOC(=O)c1c(C)c(-c2ccccc2)n(CC(=O)NC2CCCCC2)c1C	17%	-9%	/	4%	-14%	-8%	0%	6%	2
Cc1ccc(Cl)cc1NC(=S)N(C)N	-1%	-9%	-4%	16%	-7%	97%[activator]	1%	-5%	-3

# Next section
mol	Pol beta inh	Pol eta inh	APE1 inh	RGS4 inh	Anesthetic bind	12-LOX inh	ERG Ets-DNA blk	Pol kappa inh	LDHA block
O=C(Nc1ccccc1N1CCOCC1)c1cc(-c2ccncc2)nc2ccccc12	1%	-25%	-2%	3%	-15%	3%	-7%	-12%	-5
COC(=O)Cn1cnc2c(C#N)c3n(c2c1=O)CCCCC3	-10%	-5%	1%	16%	-8%	-14%	-7%	-13%	-12
Cc1sc2nc(COC(=O)c3ccc(Cl)c(N)c3)[nH]c(=O)c2c1C	-22%	-10%	8%	-12%	-5%	-3%	14%	-15%	-2
Cc1cccc(NC(=S)N2CCC(c3nc4ccccc4o3)CC2)c1C	8%	-1%	-1%	-18%	-23%	-21%	/	-2%	-4

# Screens as filed in PubChem BioAssay.
